Screening results: PubChem BioAssay, several laboratories
Yeast growth inh: yeast BB579 growth reduction in restrictive medium; S. cerevisiae BB579 growth, OD615, 48 h; inhibition, % at 10 µM; actives 0.51% (n = 140,000);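 active = inhibition above a set limit, 3 SD over the mean compound inhibition, cut at about 44% in these data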; also: inactives centre near -24
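Test system: S. cerevisiae DeaD strain BB579 yeast; Medium: restrictive CSMM-D medium; Compound: one dose, 10 µM compound with 0.25% DMSO; Incubation: 4 h cell preincubation, 48 h compound exposure, 30 °C humidified; Signal: OD at 615 nm; Benchmarks: amphotericin B at 10 µg/mL as positive control.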
GALR2 antag: antagonists of human galanin receptor 2 (GALR2); AID 828; inhibition, % at 4 µM; GALR2-expressing cells, antagonist mode; actives 0.39% (n = 140,000); O43603; in the data active = inhibition above about 27%;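 also: cells stimulated with galanin 1-16 at roughly its EC80; 0% = agonist challenge control and 100% = basal control without agonist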
Target sequence (O43603 whole entry, looked up): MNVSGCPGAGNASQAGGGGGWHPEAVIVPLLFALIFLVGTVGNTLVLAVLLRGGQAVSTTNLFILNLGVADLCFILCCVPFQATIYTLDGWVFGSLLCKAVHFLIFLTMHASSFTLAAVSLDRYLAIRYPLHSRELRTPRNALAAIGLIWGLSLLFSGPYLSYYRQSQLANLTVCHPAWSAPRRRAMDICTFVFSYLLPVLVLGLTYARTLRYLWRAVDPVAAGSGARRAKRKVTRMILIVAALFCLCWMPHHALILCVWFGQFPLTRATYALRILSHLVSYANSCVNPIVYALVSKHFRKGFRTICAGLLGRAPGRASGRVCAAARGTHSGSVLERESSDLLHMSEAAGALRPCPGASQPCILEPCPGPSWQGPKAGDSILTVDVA
MRP-1 activ: activates MRP-1; actives 0.61% (n = 140,000); viability increase, % at 10 µM; H69AR cells + doxorubicin, viability rescue, CellTiter-Glo;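 active = viability gain under doxorubicin at or above a set limit, the compound median plus 3 SD, cut at about 4.7% in these data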;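 also: MRP-1 overexpressing cells given doxorubicin 25 µM after compound pretreatment; 18-22 h compound pretreatment then 72 h with doxorubicin before readout; 0% = doxorubicin-only wells and 100% = vehicle-treated cells without doxorubicin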
E-sel TNF inh: blocks E-selectin expression induced by TNF alpha. AID 1246. HUVEC TNFa-induced E-selectin immunofluorescence, high content. actives 0.71% (n = 120,000). inhibition, % at 2 µM;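 active = inhibition above the batch mean plus 3 SD, and confirmed as a hit on visual image review, cut at about 43% in these data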;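 also: 0% = TNF-stimulated DMSO wells and 100% = unstimulated control wells; not every result past the cut was called active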
PTEN del growth: PTEN-deleted cell growth suppression | HCT116 PTEN-null viability, CellTiter-Glo, 60 h; active compounds read low | viability, % at 10 µM | actives 1.2% (n = 140,000) | AID 827;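 active = viability at or below a set limit, 4 SD under the median of all tested compounds, cut at about 3.7% in these data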;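 also: PTEN knockout HCT116 line with beta catenin targeted HCT116 as companion control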
HCT116 bCat-KO: beta-catenin-lacking colon tumor cell growth suppression; HCT116 beta-catenin knockout viability, CellTiter-Glo, 60 h; active compounds read low; viability, % at 10 µM; actives 1.5% (n = 140,000); AID 818;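 active = viability at or under a set limit, the compound median less 4 SD, cut at about 6% in these data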;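 also: 0% = Hyamine 1622 control at 20 µM and 100% = untreated cell control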
Phagocytosis inh: macrophage phagocytosis inhibition. J774A.1 macrophage IgG-bead phagocytosis, imaging. inhibition, % at 5 µM. actives 0.07% (n = 110,000);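 active = inhibition above the mean of the plate negative controls plus 5 SD, cut at about 13% in these data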;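 also: phagocytic index as fraction of beads internalized from green versus red external bead signal; plate controls were DMSO negative control for no effect and cytochalasin-D positive control for full effect; some results beyond the cut were filed as inactive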
NPY Y2 blocker: NPY-Y2 (human) receptor antagonism | P49146 | NPY-Y2 expressing cells, antagonist mode | inhibition, % at 2.7 µM | actives 0.99% (n = 140,000) | AID 793; in the data active = inhibition above about 17%;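 also: 0% = vehicle with agonist challenge and 100% = reference antagonist with challenge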
Target sequence (P49146 whole entry, looked up): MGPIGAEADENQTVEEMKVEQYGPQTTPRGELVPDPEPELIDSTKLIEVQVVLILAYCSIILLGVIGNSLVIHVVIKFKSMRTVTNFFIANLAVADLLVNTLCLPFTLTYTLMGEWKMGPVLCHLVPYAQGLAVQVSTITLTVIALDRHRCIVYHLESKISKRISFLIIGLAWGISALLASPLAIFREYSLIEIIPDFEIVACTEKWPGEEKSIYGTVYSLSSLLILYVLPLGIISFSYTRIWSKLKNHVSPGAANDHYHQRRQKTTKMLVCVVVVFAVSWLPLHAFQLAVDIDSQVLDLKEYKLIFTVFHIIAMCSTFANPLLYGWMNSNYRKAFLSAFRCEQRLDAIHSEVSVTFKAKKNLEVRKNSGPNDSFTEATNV
Measles CPE: protection of cells from measles virus. Measles virus-infected cells, CPE protection, absorbance. protection (pct of control), % at 4 µM. AID 841. actives 1.5% (n = 140,000); in the data active = protection mostly above about 24%, no sharp cut-off; inactive = mostly below about 26%; also: some compounds called inactive have numbers as strong as hits
Yeast life ext: extends the lifespan of yeast | S. cerevisiae growth with nicotinamide, OD615; deaD strain in restrictive glucose medium | inhibition of the nicotinamide effect, % at 10 µM | actives 0.68% (n = 130,000) | AID 775;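 active = inhibition above a set limit, placed 3 SD over the median of all compounds, cut at about 26% in these data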;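 also: 0% = nicotinamide-treated wells and 100% = cells grown without nicotinamide; some compounds called inactive have numbers as strong as hits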
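assay system = DeaD-strain S. cerevisiae | measured by = absorbance at 615 nm | probe or stimulus = nicotinamide 1.5 mM | buffer or medium = CSMM-D glucose medium, restrictive | times = 48 h at 30 °C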
* hit, by the source's call; . = not tested or not shown. Outcome played no part in choosing rows. Share with any hit: about 6.3%.

SMILES | Yeast growth inh | GALR2 antag | MRP-1 activ | E-sel TNF inh | PTEN del growth | HCT116 bCat-KO | Phagocytosis inh | NPY Y2 blocker | Measles CPE | Yeast life ext
Cc1noc(C)c1C(=O)NC(C)c1ccc2c(c1)OCO2 (stereo not given) | -52 | -6 | 0.4 | -14 | 104 | 102 | 2 | 2 | 15 | -10
CCN1CCN(CCC(=O)Nc2cccc(OC)c2)CC1 | -4 | 3 | -3.0 | 2 | 86 | 87 | . | 0 | 8 | -11
N#Cc1nc(-c2ccccc2)oc1NCCN1CCCCC1 | -43 | -7 | -3.4 | 38 | 95 | 103 | -2 | 2 | 8 | -3
Nc1cccc(C(=O)Nc2ccco2)c1 | -27 | -7 | -1.0 | -16 | 99 | 99 | -1 | -1 | 5 | -14
COc1ccc(NS(=O)(=O)c2ccc(O)c(C(=O)OCC(=O)N3CC(C)OC(C)C3)c2)cc1 (stereo not given) | -49 | -7 | -1.4 | 5 | 102 | 87 | -1 | 1 | 2 | -6
COc1cccc2c(C)c(C(=O)O)[nH]c12 | 0 | 4 | -3.8 | -23 | 94 | 100 | . | 2 | 8 | 2
CCCc1[nH]nc2c1C(c1ccoc1)C(C#N)=C(N)O2 (stereo not given) | -9 | 3 | -3.1 | -3 | 92 | 81 | -2 | 1 | 9 | 23
CC(C)CN(CC(C)C)CC(O)COc1ccc([N+](=O)[O-])cc1 (stereo not given) | -4 | 5 | -1.9 | . | 85 | 84 | 8 | 6 | 15 | -2
Cc1ccc(N/C=C/C(=O)c2ccccc2)cc1C | -28 | 0 | -1.6 | -25 | 97 | 89 | 5 | 2 | 11 | 12
O=C(NCc1ccco1)C(=O)NCc1ccccc1Cl | -46 | 7 | 0.3 | -13 | 96 | 97 | -1 | 7 | 3 | 5
CCC1S/C(=N/N=C/c2cccs2)NC1=O (stereo not given) | -29 | 9 | -1.8 | -58 | 107 | 101 | 2 | 2 | 8 | -6
O=C(Cc1cn2ccsc2n1)OCc1ccccc1 | 17 | 1 | 0.1 | 1 | 100 | 102 | 0 | 2 | 8 | -13
COC(=O)COc1ccc(S(=O)(=O)N2CCOCC2)cc1 | -22 | 19 | -1.3 | -48 | 95 | 90 | -3 | 1 | 16 | -4
CC(=O)Nc1ccc(Cl)cc1C1COC(=O)C1=N (stereo not given) | -10 | -2 | -2.2 | . | 90 | 95 | -1 | 2 | 25 | 4
CC(C)c1nc(SCc2ccccn2)c2c(=O)n(C)c(=O)n(C)c2n1 | 17 | -6 | -0.3 | . | 86 | 86 | 3 | 3 | 7 | 8
Cc1nc(SCC(C)C)[nH]c(=O)c1Cc1ccccc1 | -30 | -4 | -2.3 | -18 | 95 | 95 | 0 | 1 | 6 | 1
O=S(=O)(c1ccccc1Cl)N1CCCC1c1nc(-c2cccc(Cl)c2)no1 (stereo not given) | -72 | 4 | -0.9 | 14 | 90 | 86 | -1 | 6 | 14 | -8
O=C(O)CCCC(=O)N1N=C(c2c(-c3ccccc3)c3cc(Cl)ccc3[nH]c2=O)CC1c1cccs1 (stereo not given) | -54 | -25 | -0.6 | . | 98 | 95 | -4 | -2 | 2 | 2
CN(C(=O)c1ccccn1)C1(C(=O)NC2CCCCC2)CCCCC1 | -65 | -5 | -0.1 | 0 | 101 | 99 | -2 | 8 | 6 | 1
COc1ccc(CC(=O)Nc2ccc(-c3cn4ccccc4n3)cc2)cc1 | -22 | 1 | -3.9 | -14 | 85 | 90 | -2 | 1 | 9 | -2
O=C1OCCC1Sc1ncnc2sc3c(c12)CCC3 (stereo not given) | -14 | -11 | -0.9 | -13 | 92 | 94 | . | 11 | 15 | -8
CNCCOc1nc(N2CCOCC2)nc(C)c1[N+](=O)[O-] | -12 | 6 | -0.1 | . | 86 | 93 | -7 | 0 | 56* | 0
CC(C)CC(=O)NC(=S)Nc1ccc(S(=O)(=O)NC(C)(C)C)cc1 | -10 | 4 | -2.4 | -22 | 80 | 90 | -6 | 0 | 6 | 2
CCC1CCCCN1S(=O)(=O)c1ccc(C(=O)Nc2nnc(-c3ccccc3Cl)o2)cc1 (stereo not given) | -39 | 7 | -3.7 | -54 | 16 | 16 | . | -3 | 3 | -4
CC(=O)OCC(=O)[C@@]1(O)CC[C@H]2[C@@H]3CCC4=CC(=O)CC[C@]4(C)[C@H]3[C@@H](O)C[C@@]21C | -8 | -4 | 2.8 | . | 105 | 104 | . | -1 | 19 | 5
SMILES | Yeast growth inh | GALR2 antag | MRP-1 activ | E-sel TNF inh | PTEN del growth | HCT116 bCat-KO | Phagocytosis inh | NPY Y2 blocker | Measles CPE | Yeast life ext
COc1ccc(C2C(C(=O)NCc3ccccn3)c3ccccc3C(=O)N2C)cc1OC (stereo not given) | 5 | 4 | -2.3 | . | 99 | 97 | -1 | 1 | 5 | -2
COc1ccc(-c2cc(C)nc(SCc3cccc(C(=O)O)c3)n2)cc1 | 3 | 4 | -1.5 | 69* | 96 | 98 | -2 | 1 | 11 | -1
c1coc(CSCc2cn3cccnc3n2)c1 | -40 | 1 | -2.3 | -6 | 96 | 98 | -1 | 1 | 20 | -7
CC1(C)CC(=O)C2=C(C1)N(c1ccccc1)C(N)=C(C#N)C2c1ccsc1 (stereo not given) | -23 | -4 | -5.3 | 9 | 95 | 93 | -1 | 3 | 10 | -1
COc1ccc(Cl)cc1C(=O)Nc1ccc2c(c1)OCO2 | -40 | 15 | 15* | 0 | 70 | 71 | -1 | 4 | 3 | -15
COc1ccc(C2C(C#N)=C(N)OC3=C2C(=O)CC(C)C3)c(OC)c1OC (stereo not given) | -8 | 17 | 0.4 | -4 | 97 | 95 | -1 | 2 | 16 | 6
c1cncc(CNc2ccc3c(c2)OCO3)c1 | -31 | 5 | -3.4 | -5 | 75 | 80 | 2 | 4 | 7 | -6
CC(C)n1c(O)c(N=NC(=O)Cn2ccc(C(F)(F)F)n2)c2ccccc21 | -32 | -14 | 2.2 | . | 89 | 96 | -13 | 4 | 11 | -1
CCN1CC2=C(OC(N)=C(C#N)C2c2cccs2)/C(=C\c2cccs2)C1 (stereo not given) | -29 | -1 | -2.1 | 10 | 49 | 51 | 0 | 4 | 2 | 3
O=C(N1CCOCC1)N(Cc1ccccc1)c1ccccn1 | -20 | -4 | -0.4 | -9 | 94 | 95 | -1 | -2 | 19 | -1
Cc1ccc(C(=O)CSc2nccn2-c2ccccc2)cc1 | -14 | 7 | -0.4 | -26 | 87 | 92 | . | 3 | 0 | -3
COc1cc(OC)nc(NC(=O)CN2CCN(c3ccc(F)cc3)CC2)n1 | -26 | -3 | -0.9 | 24 | 102 | 102 | -1 | -2 | 16 | -3
Cc1ccc(NC(=O)NCCCN2CCOCC2)cc1 | -31 | -1 | 0.7 | -7 | 106 | 106 | 0 | -2 | 6 | -1
COc1cccc(COCCN2CCN(S(=O)(=O)c3ccc(C)cc3)CCC2=O)c1 | -36 | 7 | -1.2 | -23 | 94 | 88 | . | 0 | 6 | 10
Cc1ccc(N2CCN(c3ccc(C)cc3)C2c2ccncc2)cc1 | -24 | -3 | -2.5 | 4 | 89 | 103 | 1 | 2 | 22 | -7
CCOC(=O)c1c(NC(=O)CSc2n[nH]c(-c3ccco3)n2)sc(C)c1C | -57 | -6 | -0.6 | . | 97 | 87 | . | 6 | 22 | -12
Cc1cc(O)c(-c2cc(C(=O)NCc3ccc4c(c3)OCO4)[nH]n2)cc1C | -62 | -8 | 0.7 | -25 | 100 | 92 | -1 | 6 | 22 | -5
COc1cc(C)c(/C=C(\C#N)C(=O)Nc2cccc(C)c2)cc1C(C)C | -33 | -7 | 0.8 | . | 95 | 95 | -11 | 5 | 37 | 2
CC1Cn2c(nnc2-c2cc3ccccc3cc2O)S1 (stereo not given) | 1 | -13 | -2.7 | -29 | 79 | 81 | 2 | 1 | -1 | -25
O=C(CCNC(=O)Cn1cnc2ccccc2c1=O)NCC1COc2ccccc2O1 (stereo not given) | -5 | 4 | -2.5 | . | 100 | 94 | . | 2 | 1 | -12
COc1ccc(C(=O)O)cc1S(=O)(=O)Nc1cccc(C)c1 | -23 | -14 | -1.4 | 4 | 97 | 100 | 1 | 2 | 13 | -10
Cc1cccc(NC(=O)c2c([N+](=O)[O-])c(C(C)(C)C)nn2C)c1 | -21 | 2 | -0.5 | -6 | 92 | 79 | -5 | 2 | 3 | -1
CN(C)CC(C)(C)CNC(=S)Nc1ccc(S(=O)(=O)N2CCOCC2)cc1 | -2 | 9 | -0.9 | . | 91 | 79 | -5 | 1 | 2 | -2
Cc1ccc(C(=O)CSc2nnc(-c3ccco3)o2)o1 | 24 | 2 | 0.1 | -7 | 105 | 102 | 1 | -3 | 12 | -16

Among those listed so far, 8 contain a halogen:
SMILES | Yeast growth inh | GALR2 antag | MRP-1 activ | E-sel TNF inh | PTEN del growth | HCT116 bCat-KO | Phagocytosis inh | NPY Y2 blocker | Measles CPE | Yeast life ext
O=C(NCc1ccco1)C(=O)NCc1ccccc1Cl | -46 | 7 | 0.3 | -13 | 96 | 97 | -1 | 7 | 3 | 5
CC(=O)Nc1ccc(Cl)cc1C1COC(=O)C1=N (stereo not given) | -10 | -2 | -2.2 | . | 90 | 95 | -1 | 2 | 25 | 4
O=S(=O)(c1ccccc1Cl)N1CCCC1c1nc(-c2cccc(Cl)c2)no1 (stereo not given) | -72 | 4 | -0.9 | 14 | 90 | 86 | -1 | 6 | 14 | -8
O=C(O)CCCC(=O)N1N=C(c2c(-c3ccccc3)c3cc(Cl)ccc3[nH]c2=O)CC1c1cccs1 (stereo not given) | -54 | -25 | -0.6 | . | 98 | 95 | -4 | -2 | 2 | 2
CCC1CCCCN1S(=O)(=O)c1ccc(C(=O)Nc2nnc(-c3ccccc3Cl)o2)cc1 (stereo not given) | -39 | 7 | -3.7 | -54 | 16 | 16 | . | -3 | 3 | -4
COc1ccc(Cl)cc1C(=O)Nc1ccc2c(c1)OCO2 | -40 | 15 | 15* | 0 | 70 | 71 | -1 | 4 | 3 | -15
CC(C)n1c(O)c(N=NC(=O)Cn2ccc(C(F)(F)F)n2)c2ccccc21 | -32 | -14 | 2.2 | . | 89 | 96 | -13 | 4 | 11 | -1
COc1cc(OC)nc(NC(=O)CN2CCN(c3ccc(F)cc3)CC2)n1 | -26 | -3 | -0.9 | 24 | 102 | 102 | -1 | -2 | 16 | -3
